Growth percent in the NCI-60 one-dose screen (48 h, 10 µM unless noted): 100 = growth as untreated, 0 = no growth, -100 = all killed.
IGROV1 = IGROV1 ovarian cancer; hit rate 4.7% among 79,000; AID 1794786
NCI/ADR-RES = NCI/ADR-RES ovarian cells | hit rate 4.4% among 81,000 | AID 1794790
NCI-H322M = NCI-H322M lung cancer; hit rate 2.7% among 80,000; AID 1794733
OVCAR-4 = OVCAR-4 ovarian cancer cells | hit rate 3.7% among 80,000 | AID 1794784
NCI-H522 = NCI-H522 lung cancer; hit rate 8% among 78,000
NCI-H23 = NCI-H23 lung cancer; hit rate 4% among 80,000
SK-OV-3 = SK-OV-3 ovarian cancer cells | hit rate 3.2% among 80,000 | AID 1794785
NCI-H226 = NCI-H226 lung cancer. hit rate 3.5% among 79,000. AID 1794732
NCI-H460 = NCI-H460 lung cancer | AID 1794736 | hit rate 6.8% among 82,000
Numbers without * were called inactive; & = joins results of further samples; [ ] = another dose, or the depositor's remark. How the source made its calls: active means growth percent below 10; inactive means the rest.

How did COC(=O)[C@H](CCCCNC(=O)OCc1ccccc1)NC(=O)[C@@H](NC(=O)Nc1cc(C(F)(F)F)cc(C(F)(F)F)c1)C(C)C do in these assays?
IGROV1: -61*[100 µM]; NCI/ADR-RES: 60[100 µM]; NCI-H322M: 20[100 µM]; OVCAR-4: -69*[100 µM]; NCI-H23: -46*[100 µM]; SK-OV-3: -23*[100 µM]; NCI-H226: 39[100 µM]; NCI-H460: -23*[100 µM]

How did COCn1c(C(=O)OC)cc2oc(/C=C3/SC(=S)N(N)C3=O)cc21 do in these assays?
NCI/ADR-RES: 112; NCI-H322M: 78; OVCAR-4: 97; NCI-H23: 103; SK-OV-3: 90; NCI-H226: 115; NCI-H460: 105

Results for COc1cc(C2Cc3cnccc3-c3nc(N)c4ccncc4c32)cc(OC)c1OC (stereo unspecified) ?
IGROV1: 94; NCI/ADR-RES: 87; NCI-H322M: 96; OVCAR-4: 96; NCI-H522: 53; NCI-H23: 92; SK-OV-3: 94; NCI-H226: 91; NCI-H460: 100

How did CC1(C)NC(=O)CC[C@]2(C)[C@H]3CC=C4[C@@H]5C[C@](C)(CO)CC[C@]5(C)CC[C@@]4(C)[C@]3(C)CC[C@@H]12 do in these assays?
IGROV1: 115; NCI/ADR-RES: 106; NCI-H322M: 106; OVCAR-4: 103; NCI-H522: 94; NCI-H23: 106; SK-OV-3: 106; NCI-H226: 106; NCI-H460: 108

How did O=c1oc2cc(O)ccc2cc1-c1nc2ccccc2o1 do in these assays?
IGROV1: 103; NCI/ADR-RES: 107; NCI-H322M: 104; OVCAR-4: 93; NCI-H522: 60; NCI-H23: 104; SK-OV-3: 98; NCI-H226: 93; NCI-H460: 94

Results for Clc1ccc(OCc2nnc(-c3ccccc3Cl)o2)c(Cl)c1 ?
IGROV1: 104; NCI/ADR-RES: 102; NCI-H322M: 95; OVCAR-4: 101; NCI-H522: 64; NCI-H23: 97; SK-OV-3: 92; NCI-H226: 91; NCI-H460: 102

What do the screens show for `O=C(Oc1ccccc1Cl)c1ccc(Cl)cc1Cl`?
IGROV1: 108; NCI/ADR-RES: 103; NCI-H322M: 107; OVCAR-4: 109; NCI-H522: 99; NCI-H23: 101; SK-OV-3: 100; NCI-H226: 102; NCI-H460: 102

How did COc1cc(/C=c2\sc(=C(C#N)C#N)[nH]c2=O)cc(OC)c1OC do in these assays?
IGROV1: 102; NCI/ADR-RES: 112; NCI-H322M: 122; OVCAR-4: 108; NCI-H522: 85; NCI-H23: 108; SK-OV-3: 114; NCI-H226: 113; NCI-H460: 117

What do the screens show for `O=C(O)c1cc(NCCO)c(C(=O)O)cc1NCCO`?
IGROV1: 112; NCI/ADR-RES: 108; NCI-H322M: 111; OVCAR-4: 97; NCI-H522: 99; NCI-H23: 101; SK-OV-3: 114; NCI-H226: 109; NCI-H460: 115

What do the screens show for `Cc1ccc(-c2csc(NC(=O)CSc3nc(N)cc(N)n3)n2)cc1`?
IGROV1: 74; NCI/ADR-RES: 52; NCI-H322M: 87; OVCAR-4: 64; NCI-H522: 55; NCI-H23: 43; SK-OV-3: 88; NCI-H226: 96; NCI-H460: 79

How did O=c1c2c(c(=O)n1O)c1c3ccc[nH]c3nc1c1nc3[nH]cccc3c12 do in these assays?
IGROV1: 63; NCI/ADR-RES: 90; NCI-H322M: 91; OVCAR-4: 79; NCI-H522: 55; NCI-H23: 87; SK-OV-3: 89; NCI-H226: 87; NCI-H460: 93

What do the screens show for `Cc1cccc2cc(-c3cc4ccccc4[nH]3)/c(=N\NC(=O)c3ccc(Cl)cc3)oc12`?
IGROV1: 78; NCI/ADR-RES: 100; NCI-H322M: 94; OVCAR-4: 106; NCI-H522: 89; NCI-H23: 91; SK-OV-3: 83; NCI-H226: 78; NCI-H460: 97

What do the screens show for `O=C1c2cc3c(cc2-c2c1c1ccc(F)cc1c(=O)n2CCCN1CCOCC1)OCO3`?
IGROV1: 77; NCI/ADR-RES: 37; NCI-H322M: 80; OVCAR-4: 78; NCI-H522: 25; NCI-H23: 41; SK-OV-3: 20; NCI-H226: 20; NCI-H460: 14

Results for O=C(c1ccccc1)c1c(C(F)F)n([O-])c2ccccc2[n+]1=O ?
IGROV1: 90; NCI/ADR-RES: 82; NCI-H322M: 100; OVCAR-4: 84; NCI-H522: 78; NCI-H23: 93; SK-OV-3: 99; NCI-H226: 96; NCI-H460: 94

What do the screens show for `N#CC(c1ccccc1)C(CC(=O)c1ccccc1)c1ccccc1` (stereo unspecified)?
IGROV1: 97; NCI/ADR-RES: 91; NCI-H322M: 94; OVCAR-4: 96; NCI-H522: 80; NCI-H23: 95; SK-OV-3: 101; NCI-H226: 108; NCI-H460: 98

What do the screens show for `CN1C(=O)C2(Nc3ccccc3S2)c2cc(OC(F)(F)F)ccc21` (stereo unspecified)?
IGROV1: 86; NCI/ADR-RES: 100; NCI-H322M: 111; OVCAR-4: 73; NCI-H522: 95; NCI-H23: 93; SK-OV-3: 102; NCI-H460: 97

Results for Cc1onc(-c2ccccc2)c1NC(=O)OC(C)c1cccnc1 (stereo unspecified) ?
IGROV1: 100; NCI/ADR-RES: 106; NCI-H322M: 92; OVCAR-4: 108; NCI-H522: 99; NCI-H23: 103; SK-OV-3: 113; NCI-H226: 107; NCI-H460: 106

Results for Cc1cc(-c2cc(C)c(N)cc2C)c(C)cc1N ?
IGROV1: 109; NCI/ADR-RES: 100; NCI-H322M: 118; OVCAR-4: 117; NCI-H522: 86; NCI-H23: 101; SK-OV-3: 96; NCI-H226: 103; NCI-H460: 113

How did O=C(CN1C(=O)NC(c2ccccc2)(c2ccccc2)C1=O)c1ccc(F)cc1 do in these assays?
IGROV1: 109; NCI/ADR-RES: 96; NCI-H322M: 101; OVCAR-4: 103; NCI-H522: 97; NCI-H23: 98; SK-OV-3: 90; NCI-H226: 109; NCI-H460: 102

Results for CC1CCC(C(C)(C)C)C(O)C1 (stereo unspecified) ?
IGROV1: 111; NCI/ADR-RES: 105; NCI-H322M: 100; OVCAR-4: 101; NCI-H522: 98; NCI-H23: 104; SK-OV-3: 98; NCI-H226: 96; NCI-H460: 111

Results for CCCCN(CCCC)CC(O)CN(CCCC)CCCC ?
IGROV1: 110; NCI/ADR-RES: 102; NCI-H322M: 101; OVCAR-4: 105; NCI-H522: 109; NCI-H23: 92; SK-OV-3: 100; NCI-H226: 94; NCI-H460: 106

What do the screens show for `NC(Cc1ccccc1F)C(=O)O` (stereo unspecified)?
NCI/ADR-RES: 112; NCI-H23: 108; SK-OV-3: 108; NCI-H226: 108; NCI-H460: 111

What do the screens show for `CN1CCN(C(=O)[C@]23CCC(C)(C)C[C@@H]2C2=CC[C@@H]4[C@@]5(C)CCCNC(C)(C)[C@@H]5CC[C@@]4(C)[C@]2(C)CC3)CC1`?
IGROV1: 106; NCI/ADR-RES: 96; NCI-H322M: 96; OVCAR-4: 103; NCI-H522: 96; NCI-H23: 98; SK-OV-3: 108; NCI-H226: 100; NCI-H460: 106

What do the screens show for `NCc1nnc(CCC(=O)c2nc3ccccc3[nH]2)o1`?
IGROV1: 105; NCI/ADR-RES: 100; NCI-H322M: 93; OVCAR-4: 101; NCI-H522: 108; NCI-H23: 94; SK-OV-3: 110; NCI-H226: 110; NCI-H460: 113

Results for CCOC(=O)c1noc2c1CCc1c-2cn(Cc2ccc(OC)cc2)c1-c1ccc(O)cc1 ?
IGROV1: 110; NCI/ADR-RES: 104; NCI-H322M: 85; OVCAR-4: 102; NCI-H522: 65; NCI-H23: 101; SK-OV-3: 82; NCI-H226: 107; NCI-H460: 103

How did NNc1nnc2nc(Nc3ccccc3)nc(Nc3ccc(S(N)(=O)=O)cc3)n12 do in these assays?
IGROV1: 98; NCI/ADR-RES: 100; NCI-H322M: 102; OVCAR-4: 112; NCI-H522: 101; NCI-H23: 102; SK-OV-3: 113; NCI-H226: 105; NCI-H460: 101

Results for COc1ccc(C2=NN(C(C)=O)C(c3ccc(N4CCN(Cc5ccccc5)CC4)cc3)C2)cc1 (stereo unspecified) ?
IGROV1: 84; NCI/ADR-RES: 90; NCI-H322M: 102; OVCAR-4: 82; NCI-H522: 84; NCI-H23: 90; SK-OV-3: 100; NCI-H226: 87; NCI-H460: 100

Results for O=C(Cn1c(Cc2cccc3ccccc23)nc2ccccc21)N/N=C/c1ccccc1O ?
IGROV1: 96; NCI/ADR-RES: 84; NCI-H322M: 85; OVCAR-4: 103; NCI-H522: 101; NCI-H23: 93; SK-OV-3: 104; NCI-H226: 92; NCI-H460: 108

How did C=C1CC[C@H]2[C@@](C)(CCC3OC(c4ccc(OCc5cn(C6CC(OC(C)=O)C(OC(C)=O)C(COC(C)=O)O6)nn5)cc4)OC[C@]32C)[C@@H]1/C=C/C1=CCOC1=O (stereo partly specified) do in these assays?
IGROV1: 89; NCI/ADR-RES: 93; NCI-H322M: 100; OVCAR-4: 73; NCI-H522: 82; SK-OV-3: 103; NCI-H226: 75; NCI-H460: 86

What do the screens show for `O=C(Nc1cccc(Cn2c(=O)[nH]c3ccc(Oc4ncccn4)cc3c2=O)c1)c1cccc(F)c1`?
IGROV1: 78; NCI/ADR-RES: 104; NCI-H322M: 86; OVCAR-4: 74; NCI-H522: 61; NCI-H23: 82; SK-OV-3: 83; NCI-H226: 74

Results for CC(COc1ccccc1)OC=O (stereo unspecified) ?
IGROV1: 104; NCI/ADR-RES: 103; NCI-H322M: 94; OVCAR-4: 135; NCI-H522: 86; NCI-H23: 98; SK-OV-3: 98; NCI-H226: 97; NCI-H460: 110

How did Nc1nc(C(=O)N/N=C/c2ccc([N+](=O)[O-])cc2)nn1-c1ccc(S(N)(=O)=O)cc1 do in these assays?
IGROV1: 101; NCI/ADR-RES: 96; NCI-H322M: 85; OVCAR-4: 107; NCI-H522: 93; NCI-H23: 99; SK-OV-3: 95; NCI-H226: 95; NCI-H460: 98

What do the screens show for `Nc1nc2ncc(CNc3ccc(C(=O)N[C@@H](CCC(=O)O)c4nn[nH]n4)cc3)nc2c(=O)[nH]1`?
IGROV1: 104&105; NCI/ADR-RES: 98&100; NCI-H322M: 99&108; OVCAR-4: 106&104; NCI-H522: 93&97; NCI-H23: 94&91; SK-OV-3: 103&107; NCI-H226: 93&101; NCI-H460: 103&102

Results for CCOC(=O)c1[nH]c2c(OCC)nc(OCC)nc2c1Br ?
IGROV1: 131; NCI/ADR-RES: 103; NCI-H322M: 132; OVCAR-4: 110; NCI-H522: 103; NCI-H23: 102; SK-OV-3: 116; NCI-H226: 112; NCI-H460: 123

How did CCCn1c(=N)c(S(=O)(=O)c2ccccc2)cc2c(=O)n3ccccc3nc21 do in these assays?
IGROV1: 97; NCI/ADR-RES: 87; NCI-H322M: 86; OVCAR-4: 88; NCI-H522: 87; NCI-H23: 89; SK-OV-3: 110; NCI-H226: 98; NCI-H460: 109

Results for O=c1[nH]cc(CCCO)c(=O)[nH]1 ?
IGROV1: 107; NCI/ADR-RES: 94; NCI-H322M: 98; OVCAR-4: 80; NCI-H522: 93; NCI-H23: 96; SK-OV-3: 94; NCI-H226: 100; NCI-H460: 105

How did O=C1Nc2ccccc2C(c2c[nH]c3ccccc23)N1Cc1ccccc1 (stereo unspecified) do in these assays?
IGROV1: 89; NCI/ADR-RES: 76; NCI-H322M: 83; OVCAR-4: 87; NCI-H522: 86; NCI-H23: 90; SK-OV-3: 95; NCI-H226: 93; NCI-H460: 102

How did COc1ccc(-c2ccc(SCC(=O)Nc3nc4ccccc4[nH]3)nn2)cc1 do in these assays?
IGROV1: 99; NCI/ADR-RES: 88; NCI-H322M: 99; OVCAR-4: 92; NCI-H522: 97; NCI-H23: 87; SK-OV-3: 100; NCI-H226: 69; NCI-H460: 105

How did CSC(c1ccccc1)=[N+]1CCOCC1 do in these assays?
IGROV1: 104; NCI/ADR-RES: 115; NCI-H322M: 116; OVCAR-4: 101; NCI-H522: 79; NCI-H23: 101; SK-OV-3: 99; NCI-H226: 104; NCI-H460: 109

Results for NS(=O)(=O)c1ccc(C(=O)NN2C(=O)c3cccc4cc([N+](=O)[O-])cc(c34)C2=O)cc1 ?
IGROV1: 105; NCI/ADR-RES: 102; NCI-H322M: 106; OVCAR-4: 107; NCI-H522: 99; NCI-H23: 101; SK-OV-3: 114; NCI-H226: 101; NCI-H460: 108

Results for CC(=O)Nc1ccc(-c2nc(-c3cccc(O)c3)c(-c3ccnc(Br)c3)[nH]2)cc1 ?
IGROV1: 88; NCI/ADR-RES: 102; NCI-H322M: 82; OVCAR-4: 62; NCI-H522: 60; NCI-H23: 89; SK-OV-3: 106; NCI-H226: 85; NCI-H460: 42

Looked up one by one from above:
Results for CCOC(=O)c1[nH]c2c(OCC)nc(OCC)nc2c1Br ?
IGROV1: 131; NCI/ADR-RES: 103; NCI-H322M: 132; OVCAR-4: 110; NCI-H522: 103; NCI-H23: 102; SK-OV-3: 116; NCI-H226: 112; NCI-H460: 123

How did Nc1nc(C(=O)N/N=C/c2ccc([N+](=O)[O-])cc2)nn1-c1ccc(S(N)(=O)=O)cc1 do in these assays?
IGROV1: 101; NCI/ADR-RES: 96; NCI-H322M: 85; OVCAR-4: 107; NCI-H522: 93; NCI-H23: 99; SK-OV-3: 95; NCI-H226: 95; NCI-H460: 98

How did O=C1Nc2ccccc2C(c2c[nH]c3ccccc23)N1Cc1ccccc1 (stereo unspecified) do in these assays?
IGROV1: 89; NCI/ADR-RES: 76; NCI-H322M: 83; OVCAR-4: 87; NCI-H522: 86; NCI-H23: 90; SK-OV-3: 95; NCI-H226: 93; NCI-H460: 102

What do the screens show for `NC(Cc1ccccc1F)C(=O)O` (stereo unspecified)?
NCI/ADR-RES: 112; NCI-H23: 108; SK-OV-3: 108; NCI-H226: 108; NCI-H460: 111

Assay outcomes: PubChem, NCI

No enrichment for hits (roughly 11% active in at least one column).
